Assay outcomes (PubChem BioAssay)
KCNK9 block: KCNK9 potassium channel inhibitors, primary screen, HEK293 cells, thallium flux; actives 1.2% (n = 310,000); B-score at 10 µM; AID 488922, 2010; Potassium channel subfamily K member 9 (Homo sapiens), Q9NPC2; FluxOR thallium flux fluorescence; active compounds read low;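 active means ratio B-score over 3 SD below the library mean, with starting fluorescence within 5 SD of its mean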;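 further: negative B-score means less thallium flux so channel inhibition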
Target sequence (Q9NPC2 whole entry, looked up): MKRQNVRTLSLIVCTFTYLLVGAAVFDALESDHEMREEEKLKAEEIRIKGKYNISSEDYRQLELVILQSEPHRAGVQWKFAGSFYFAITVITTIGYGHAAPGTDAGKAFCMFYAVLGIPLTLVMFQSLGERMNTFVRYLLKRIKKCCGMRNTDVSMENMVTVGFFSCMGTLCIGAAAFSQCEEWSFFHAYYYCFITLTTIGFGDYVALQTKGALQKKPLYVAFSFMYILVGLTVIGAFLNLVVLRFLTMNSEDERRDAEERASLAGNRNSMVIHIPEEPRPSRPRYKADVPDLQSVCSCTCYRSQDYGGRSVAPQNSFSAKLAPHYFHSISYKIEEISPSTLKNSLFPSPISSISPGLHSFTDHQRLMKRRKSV
TMEM16A inh: TMEM16A chloride channel inhibitors, primary screen, cell-based, HTS | HEK293 TMEM16A/YFP iodide influx fluorescence, ionomycin | normalized B-score (activity score, 25-100; higher = stronger inhibition) at 10 µM | actives 1.2% (n = 310,000);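 active means ratio plate-corrected score three or more library SD toward inhibition, starting fluorescence score within five deviations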;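 further: score derived from kinetic fluorescence span divided by baseline fluorescence per well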
KCNQ1 inh: inhibitors of human KCNQ1 channel, primary screen, cell-based, thallium flux, high-throughput; CHO-K1 KCNQ1, FluxOR thallium flux fluorescence; active compounds read high; AID 2642, 2010; Potassium voltage-gated channel subfamily KQT member 1 (Homo sapiens), P51787; B-score at 10 µM; actives 1.3% (n = 310,000);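 active means compounds whose thallium flux B-score, printed positive for inhibition, exceeds three library SD while starting fluorescence stays within three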;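 further: channel opened by potassium depolarization with thallium stimulus after 20 min compound exposure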
SKKanGAS inh: S. pyogenes SKKanGAS growth inhibitors in kanamycin, primary screen, streptokinase expression inhibitor project, SKKanGAS strain, BacTiter-Glo luminescence | 6 h | actives 1.3% (n = 300,000) | inhibition, % at 7.5 µM;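 active means mean replicate score, as percent of positive control median, at least 50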;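 further: strain carries kanamycin resistance gene driven by streptokinase promoter and grows in 40 µg/ml kanamycin; loss of luminescence reflects streptokinase promoter inhibition or plain growth inhibition; 0% = median of DMSO wells and 100% = positive control at its reference dose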
KCNQ1 pot: potentiators or activators of KCNQ1 channel, primary screen, cell-based, thallium flux, high-throughput. CHO-K1 KCNQ1, thallium flux FluxOR fluorescence; active compounds read high. actives 0.35% (n = 310,000). B-score at 10 µM;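 active means fluorescence ratio B-score, a plate-corrected score, at least three library SD, with initial intensity B-score within 5 SD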
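System: Stable KCNQ1 CHO-K1 line | Incubation: 90 min dye loading and 20 min compound exposure, both at room temperature | Measure: Ratio B score | Medium: Assay buffer for compound exposure, DMSO matched across wells | Compound dosing: Single-concentration screen | Probe or stimulus: K+/Tl+ depolarizing stimulus | Measured by: Kinetic FluxOR fluorescence, 10 s baseline plus 110 s post-stimulus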
hERG protect: hERG rescue from dofetilide block, primary screen, cell-based, CHO-hERG, FluxOR thallium flux, dofetilide IC70 | AID 1511, 2009 | actives 0.51% (n = 310,000) | Voltage-gated inwardly rectifying potassium channel KCNH2 (Homo sapiens), Q12809 | dofetilide IC70 present | activation (rescue from dofetilide block), less the hit threshold, % at 10 µM;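 active means activation above the mean of controls blocked by dofetilide plus 5 SD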;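 further: thallium influx through hERG after potassium depolarization seen as dye fluorescence rise; in these data hits start at about 4.7%; inactives centre near -7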
TMEM16A act: TMEM16A chloride channel activators or potentiators, primary screen, cell-based, HTS; Anoctamin-1 (Mus musculus), Q8BHY3; HEK293 TMEM16A/YFP-H148Q/I152L, iodide quench fluorescence; active compounds read low; B-score at 10 µM; actives 0.3% (n = 340,000); AID 623877, 2012;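 active means fluorescence-ratio B-score plate-corrected deviation score at least 3 library SD below zero, with starting fluorescence score within 5 deviations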;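 further: channel opened by trigger with iodide after compound preincubation; score built on the fluorescence ratio of max minus min over baseline; more negative score means more quench and so TMEM16A activation or potentiation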
KCNK3 block: human KCNK3 channel inhibitors, primary screen, CHO cells, FluxOR thallium flux, B-score | FluxOR fluorescence; active compounds read low | Potassium channel subfamily K member 3 (Homo sapiens), O14649 | B-score at 10 µM | actives 0.84% (n = 340,000);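 active means B-score under library mean minus 4 SD, starting fluorescence ratio at most library mean plus 5 SD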;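 further: more negative B-score means stronger inhibition of thallium flux through KCNK3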
HDAC3 inhib: HDAC3 deacetylase inhibitors, primary screen, biochemical, fluorescence, cell-free homogeneous. Histone deacetylase 3 (Homo sapiens), O15379. recombinant HDAC3, fluorogenic peptide/trypsin coupled. inhibition, % at 8.3 µM. actives 0.15% (n = 320,000). AID 2718, 2010; in the data active means inhibition above about 26%, passing the limit was not always enough
Target sequence (O15379 whole entry, looked up): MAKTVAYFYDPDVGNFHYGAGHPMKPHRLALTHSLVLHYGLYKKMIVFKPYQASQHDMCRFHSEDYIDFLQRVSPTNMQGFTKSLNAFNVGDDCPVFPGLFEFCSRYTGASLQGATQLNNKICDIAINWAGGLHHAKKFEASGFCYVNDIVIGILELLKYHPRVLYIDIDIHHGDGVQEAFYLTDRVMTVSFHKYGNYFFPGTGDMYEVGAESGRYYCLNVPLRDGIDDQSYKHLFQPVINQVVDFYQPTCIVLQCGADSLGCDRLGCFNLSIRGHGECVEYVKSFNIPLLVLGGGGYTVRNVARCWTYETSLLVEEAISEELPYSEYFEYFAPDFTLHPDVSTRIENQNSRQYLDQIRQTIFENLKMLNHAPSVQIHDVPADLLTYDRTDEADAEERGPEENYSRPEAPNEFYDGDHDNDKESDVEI
RGS4 inh: RGS4 inhibitors, primary screen, cell-based, HEK293 M3R inducible RGS4, calcium flux; actives 0.45% (n = 310,000); AID 463165, 2010; Fluo-4 calcium flux; active compounds read high; triggered by carbachol at its EC20; Regulator of G-protein signaling 4 (Homo sapiens), P49798; B-score at 10 µM;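 active means B-score, a plate-corrected calcium signal, over three deviations above library mean, with baseline fluorescence within five deviations of library mean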;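 further: RGS4 expression induced by doxycycline in cells with stable M3 receptor; B-score is computed from the integrated fluorescence ratio over baseline after carbachol; higher B-score means a larger calcium signal and so more RGS4 inhibition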
Target sequence (P49798 whole entry, looked up): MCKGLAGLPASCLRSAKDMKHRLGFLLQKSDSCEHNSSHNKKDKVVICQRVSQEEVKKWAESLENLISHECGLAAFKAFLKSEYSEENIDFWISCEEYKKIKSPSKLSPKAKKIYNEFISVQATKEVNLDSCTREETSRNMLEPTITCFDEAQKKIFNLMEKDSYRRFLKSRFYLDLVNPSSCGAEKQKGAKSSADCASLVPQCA
RGS4 pot: RGS4 potentiators or activators, primary screen, cell-based, HEK293 M3R inducible RGS4, calcium flux; carbachol calcium flux Fluo4; active compounds read low; B-score at 10 µM; actives 0.92% (n = 310,000);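 active means B-score of the integrated calcium signal more than 4 SD below the library mean, with starting fluorescence not abnormally high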;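 further: negative B-score means reduced calcium response which marks RGS4 activation or potentiation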
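Material: M3R-expressing HEK293 line, RGS4 induced by doxycycline | Schedule: Overnight RGS4 induction, 30 min dye load 37 °C, 20 min compound RT | Measured by: Fluo4 fluorescence kinetic imaging of calcium | Read-out: Integrated calcium ratio converted to B score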
* marks the source's active call; other numbers are inactive results; i = inactive; · = not tested or not shown. Some of the compounds tested, so the mix of outcomes need not match the whole.

SMILES	KCNK9 block	TMEM16A inh	KCNQ1 inh	SKKanGAS inh	KCNQ1 pot	hERG protect	TMEM16A act	KCNK3 block	HDAC3 inhib	RGS4 inh	RGS4 pot
CCC1=Nc2cc(C(=O)N3CCC4(CC3)OCCO4)ccc2Sc2ccc(C)cc21	i	i	i	5	i	-14	i	i	4	i	i
COC(=O)C1=C(c2cc3ccccc3s2)C[C@@H]2CC[C@H]1N2C(=O)NCCS(C)=O (some centres not stated)	i	i	i	-1	i	-10	i	i	10	i	i
COc1ccc(/C=C2/C(=O)NC(=O)N(Cc3ccco3)C2=O)cc1	i	i	i	-1	i	1	·	·	3	i	i
O=C(NCc1cccnc1)NC1CCCCC1	i	i	i	2	i	-2	i	i	-2	i	i
COC(=O)C1=C(c2cc3ccccc3o2)C[C@@H]2CC[C@H]1N2C(=O)N1CCCC1	i	i	i	1	i	-10	i	i	1	i	i
CCOCCCn1c(N)c(C(=O)Nc2sc3c(c2C(=O)OC)CCCC3)c2nc3ccccc3nc21	i	i	i	20	i	-8	i	i	6	i	i
Cc1cc(N2CCCCC2)ccc1C=C1C(=O)N(C)C(=S)N(C)C1=O	i	i	i	4	i	-9	i	i	-6	i	i
Cc1ccc(CN2CCN(Cc3ccccc3F)CC2)cc1	i	i	i	2	i	-9	i	i	1	i	i
CCCNC(=O)c1c(N)n(Cc2ccc3c(c2)OCO3)c2nc3ccccc3nc12	i	i	i	·	i	-16	i	i	4	i	i
Cc1nonc1OCCNc1ccc([N+](=O)[O-])c2cccnc12	i	i	i	-6	i	-5	i	i	10	i	i
Cc1cc(OC(=O)N(C)C)nc(SCc2c(Cl)cccc2Cl)n1	i	i	i	-10	i	-5	i	i	1	i	i
O=C1NC(=O)N(Cc2ccccc2)C(=O)/C1=C/c1cnn(-c2ccccc2)c1	i	i	i	-5	i	-7	·	·	-1	i	i
Cc1ccccc1N1C(=O)CC(=O)NC1=O	i	i	i	13	i	-7	i	i	1	i	i
CCOC(=O)C1=C(C)OC(N)=C(C(=O)OCC)C12C(=O)Nc1ccc(Br)cc12 (configuration not stated)	i	i	i	1	i	-10	i	i	8	i	i
CCN1C[C@@]2(COC)C3[C@@H](OC)[C@H]4[C@@H]1[C@@]3(C1C[C@H]3[C@H](OC(C)=O)C1[C@]4(OC(C)=O)C[C@H]3OC)[C@@H](OC)C[C@H]2OC(C)=O (some centres not stated)	i	i	i	4	i	-8	·	·	-5	i	i
Brc1cccc(CNCCc2ccc3c(c2)OCO3)c1	i	i	6*	3	i	-1	i	i	8	i	i
CCN1C(=O)C(=C/C=C/c2ccco2)C(=O)N(CC)C1=S	i	i	i	·	i	-9	i	i	2	i	i
CN(C)C(=O)Oc1noc2cc(Cl)ccc12	i	i	i	-5	i	-8	i	i	-1	i	i
C=C1C(=O)O[C@@H]2C[C@@H](C)[C@@H]3C=CC(=O)[C@@]3(C)[C@@H](O)[C@H]12	i	i	i	-1	i	-8	i	i	0	5.2*	i
Cc1cc(C)cc(OCCOc2cccc(C=C3C(=O)NC(=O)NC3=O)c2)c1	i	i	i	-11	i	-10	i	i	18	i	i

Retrieved by compound from the list above:
SMILES	KCNK9 block	TMEM16A inh	KCNQ1 inh	SKKanGAS inh	KCNQ1 pot	hERG protect	TMEM16A act	KCNK3 block	HDAC3 inhib	RGS4 inh	RGS4 pot
C=C1C(=O)O[C@@H]2C[C@@H](C)[C@@H]3C=CC(=O)[C@@]3(C)[C@@H](O)[C@H]12	i	i	i	-1	i	-8	i	i	0	5.2*	i
O=C(NCc1cccnc1)NC1CCCCC1	i	i	i	2	i	-2	i	i	-2	i	i

Other compounds:
SMILES	KCNK9 block	TMEM16A inh	KCNQ1 inh	SKKanGAS inh	KCNQ1 pot	hERG protect	TMEM16A act	KCNK3 block	HDAC3 inhib	RGS4 inh	RGS4 pot
Cc1ncc(CN2CCCC(C(=O)c3ccc(C(C)(C)C)cc3)C2)s1 (configuration not stated)	i	i	i	2	i	-12	i	i	6	i	i
CCCCOc1ccc(CN2CCN(CCO)CC2)cc1	i	i	i	2	i	-8	i	i	1	i	i
Cc1nc2cc([N+](=O)[O-])ccc2c(=O)n1-c1cccc(Br)c1	i	i	i	1	i	-3	i	i	3	i	i
C[C@]12CC[C@H](O)C[C@@H]1CC[C@@H]1[C@@H]2CC[C@]2(C)[C@@H](C(=O)O)C[C@@H]12	i	i	i	5	i	-10	i	i	-4	i	i
Cn1ccnc1P(=S)(c1nccn1C)c1nccn1C	i	i	i	6	i	-11	i	i	-2	i	i
CCCCn1c(O)c(C(C)=NC(Cc2c[nH]c3ccccc23)C(=O)OC)c(=O)[nH]c1=O (configuration not stated)	i	i	i	-7	i	-13	i	i	10	i	i
CC(Cc1ccccc1)N1C(=O)c2ccccc2C1=O (configuration not stated)	i	i	i	9	i	-11	i	i	-2	i	i
CCCCn1c(O)c(/C=N/NC(=O)c2ccncc2)c(=O)[nH]c1=S	i	i	i	106*	i	-21	i	i	6	i	i
NNC(=O)c1nc[nH]c1C(=O)Nc1ccc(Cl)cc1C(=O)c1ccccc1	i	i	i	5	i	-2	i	i	-6	i	i
O=C1NC(c2cccnc2)Nc2sc3c(c21)CCCC3 (configuration not stated)	i	i	i	2	i	-9	i	i	0	i	i
O=c1[nH]c(=O)n(CCC2=CCCCC2)c(O)c1C=NCCN1CCNCC1	i	i	i	-8	i	-12	i	i	2	i	i
O=C(Nc1ccc(Cl)cc1C(=O)c1ccccc1)c1ccco1	i	i	i	8	i	-6	i	i	1	i	i
Cc1ccc(-n2c(O)c(C=NCCN(C)C)c(=O)[nH]c2=O)cc1	i	i	i	-15	i	-3	i	i	-2	i	i
CC(C)(C)c1ccc(O)c(CN2CCN(c3ccccc3)CC2)c1	i	i	i	-2	i	-11	i	i	-6	i	i
CCCCn1c(C)c(C(=O)O)c2cc(OC)c3ccccc3c21	i	i	i	21	i	0	i	i	-4	i	i
N#CCN1CCN(c2ccc(C(F)(F)F)cc2)CC1	i	i	i	1	i	-10	i	i	0	i	i
COC(=O)C1(C(=O)O)Cc2cc([N+](=O)[O-])ccc2N2CCCC21 (configuration not stated)	i	i	i	2	i	-8	i	i	0	i	i
CCc1ccc(OCC(=O)N2CCN(Cc3ccc4c(c3)OCO4)CC2)cc1	i	i	i	-5	i	-11	i	i	16	i	i
CN1CCCC(C(=O)c2ccc(-c3ccccc3)cc2)C1 (configuration not stated)	i	i	i	0	i	-11	i	i	5	i	i
COC(=O)CSC1=NP(=S)(SCC(=O)OC)N2CCCC2=C1C#N (configuration not stated)	i	i	i	2	i	-7	i	i	0	i	i
Cn1c(=O)cc(OCC(=O)N2CCN(C3CCCCC3)CC2)c2ccccc21	i	i	i	-9	i	-7	i	i	1	i	i
CN1C(=O)N(C)C(=O)C2(Cc3cc(NC(=O)c4ccc(F)cc4)ccc3N3CCCC32)C1=O (configuration not stated)	i	i	i	-2	i	-11	i	i	-1	i	i
COc1ccc(C)cc1NC1=NCCCS1	i	i	i	-2	i	-8	i	i	4	i	i
S=C(NCCc1ccccc1)NCCc1cnc[nH]1	i	i	i	6	i	-2	i	i	0	i	i
O=C(NCCCn1ccnc1)C(Cl)(Cl)Cl	i	i	i	1	i	-4	i	i	1	i	i
C[N+](C)(C)c1ccccc1	i	i	i	-6	i	-5	i	i	-2	i	i
CC12CN3CC(C)(CN(C1)C31CCSCC1)C2=O	i	i	i	-14	i	-4	i	i	-1	i	i
O=C1NC(=O)N(CCC2=CCCCC2)C(=O)/C1=C\c1cccs1	i	i	i	4	i	-7	i	i	1	i	i
CN1CCN(c2nc3ccccn3c(=O)c2C=C2C(=O)N(C)C(=O)N(C)C2=O)CC1	i	i	i	4	i	-6	i	i	7	i	i
O=C(C1CCC(=O)N1Cc1ccc(F)cc1)N1CCC2(CC1)OCCO2 (configuration not stated)	i	i	i	-3	i	-6	i	i	-16	i	i
CCCC(C)C1(CC)C(=O)NC(=Nc2ccccc2OC)NC1=O (configuration not stated)	i	i	i	-2	i	-10	i	i	9	i	i
CN(C)C(=O)Oc1c(Cl)cc(Cl)c2cccnc12	i	i	i	9	i	-11	i	i	4	i	i
N#Cc1ccc(/C=C/C(=O)O)cc1	i	i	i	-11	i	-8	i	i	1	i	i
Cc1nn(Cc2ccccc2)c(C)c1C(=O)NC1CCCc2ccccc21 (configuration not stated)	i	i	i	3	i	-5	i	i	2	i	i
O=[N+]([O-])c1ccc(NC2CCCC2)c2ccncc12	i	i	i	0	i	-12	i	i	0	i	i
CN(C)C(CNC(=O)Cc1c(Cl)cccc1Cl)c1ccccc1 (configuration not stated)	i	i	i	3	i	-18	i	i	3	i	i
CC(=NCC1CCCO1)c1c(O)n(C)c(=O)n(C)c1=O (configuration not stated)	i	i	i	0	i	-10	i	i	5	i	i
COc1ccc(C2(c3cccc(O)c3OC)CCN(C(C)=O)CC2)cc1O	i	i	i	2	i	-4	i	i	-2	i	i
CCn1c(=O)cc(SCC(=O)N2CCC3(CC2)OCCO3)c2ccccc21	i	i	i	1	i	-4	i	i	6	i	i
Cn1c2ccccc2c2c(C(=O)N3CCC4(CC3)OCCO4)cn(C3CCCCC3)c(=O)c21	i	i	i	9	i	-20	i	i	-15	i	i
CN(C)C(Cc1ccccc1)C(=O)c1ccccc1 (configuration not stated)	i	i	i	-3	i	-3	i	i	0	i	i
COc1ccc(CNC(=O)CCC(=O)N2C[C@H]3C[C@H](C2)c2cccc(=O)n2C3)cc1OC	i	i	i	3	i	-4	i	i	3	i	i
COc1ccccc1-n1c(Cc2ccccc2)nc2ccccc2c1=O	i	i	i	-12	i	-28	i	i	-1	i	i
O=C(c1ccc2c3c(cccc13)CC2)C1CCCN(Cc2ncc[nH]2)C1 (configuration not stated)	i	i	i	3	i	-9	i	i	-4	i	i
